LYPLA2 inh: blocks human lysophospholipase 2, a PME1 counter-screen | recombinant LYPLA2, FP-Rh probe fluorescence polarization | inhibition, % at 5.9 µM | actives 0.38% (n = 320,000) | AID 2177;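 active means inhibition above the screen-wide mean plus 3 SD, limit set per campaign, cut at about 26% in these data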;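 further: 0% = LYPLA2 with DMSO and 100% = wells lacking LYPLA2 enzyme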
Target sequence (O95372 whole entry, looked up): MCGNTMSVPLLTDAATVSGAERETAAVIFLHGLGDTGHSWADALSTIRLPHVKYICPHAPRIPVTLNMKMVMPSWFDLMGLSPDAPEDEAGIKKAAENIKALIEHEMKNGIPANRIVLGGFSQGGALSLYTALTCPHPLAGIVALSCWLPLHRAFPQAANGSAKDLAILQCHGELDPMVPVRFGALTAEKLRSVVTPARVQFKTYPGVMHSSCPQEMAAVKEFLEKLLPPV
PREPL inh: inhibitors of human prolyl oligopeptidase-like enzyme PREPL; recombinant PREPL, fluorescence polarization activity-based probe; actives 0.68% (n = 320,000); inhibition, % at 5.96 µM; Q4J6C6; in the data active means inhibition above about 43%;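 further: 0% = enzyme with DMSO and 100% = wells lacking enzyme; many of its hits are not listed in these tables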
pPAFAH inh: pPAFAH (human) enzyme inhibition. Q13093. recombinant pPAFAH, FP-rhodamine probe fluorescence polarization. inhibition, % at 3.39 µM. actives 1.5% (n = 330,000). AID 463082;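 active means inhibition above the mean inhibition across the screen plus 3 SD, cut at about 25% in these data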;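 further: inhibitors block binding of the rhodamine activity-based probe so polarization drops; 0% = enzyme with DMSO and 100% = wells lacking pPAFAH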
PAFAH2 FP inh: inhibitors of human PAFAH2; Q99487; actives 0.99% (n = 340,000); inhibition, % at 3.39 µM; recombinant PAFAH2, FP-rhodamine activity probe, fluorescence polarization;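 active means inhibition above the mean over all tested compounds plus 3 SD, cut at about 30% in these data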;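 further: inhibitors block probe labeling of enzyme so polarization drops; 0% = enzyme with DMSO and 100% = wells lacking PAFAH2 protein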
PAD4 inh: blocks human protein arginine deiminase 4; actives 0.41% (n = 330,000); recombinant PAD4, RCA probe fluorescence polarization; inhibition, % at 6.36 µM; AID 485272;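 active means percent inhibition above a cutoff equal to the mean of all tested compounds plus 3 SD, cut at about 15% in these data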;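 further: 0% = PAD4 with RCA probe and DMSO and 100% = probe without PAD4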
PAFAH1B2 inh: blocks human PAF acetylhydrolase 1b catalytic subunit 2. P68402. recombinant PAFAH1B2, FP-rhodamine activity probe, fluorescence polarization. inhibition, % at 3.39 µM. actives 1.2% (n = 340,000). AID 492953;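 active means inhibition above the mean of all tested compounds plus 3 SD, cut at about 24% in these data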;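 further: 0% = enzyme with DMSO and 100% = wells lacking PAFAH1B2; many of its hits are not listed in these tables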
Target sequence (P68402 whole entry, looked up): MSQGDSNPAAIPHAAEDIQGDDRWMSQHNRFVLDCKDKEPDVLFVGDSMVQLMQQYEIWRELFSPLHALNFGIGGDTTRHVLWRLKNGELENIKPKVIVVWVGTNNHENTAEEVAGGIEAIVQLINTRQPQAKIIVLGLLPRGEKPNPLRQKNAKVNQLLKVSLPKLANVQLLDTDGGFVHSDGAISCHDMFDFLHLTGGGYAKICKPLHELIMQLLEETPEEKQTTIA
LYPLA1 inh: LYPLA1 (human) inhibition in PME1 counter-screen; recombinant LYPLA1, FP-Rh probe fluorescence polarization; inhibition, % at 5.9 µM; actives 0.16% (n = 320,000); AID 2174;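 active means inhibition above the mean of all tested compounds plus 3 SD, set per campaign, cut at about 14% in these data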;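 further: inhibitors block serine hydrolase probe labeling of LYPLA1 so polarization falls; 0% = enzyme with DMSO and 100% = wells lacking LYPLA1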
Target sequence (O75608 whole entry, looked up): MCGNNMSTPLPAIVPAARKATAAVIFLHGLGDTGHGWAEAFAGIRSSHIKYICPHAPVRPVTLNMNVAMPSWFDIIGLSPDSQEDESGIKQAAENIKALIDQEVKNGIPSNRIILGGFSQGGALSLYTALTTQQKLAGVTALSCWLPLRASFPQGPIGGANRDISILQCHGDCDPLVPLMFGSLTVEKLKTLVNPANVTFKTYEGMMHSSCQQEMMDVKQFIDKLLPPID
PAFAH1B3 FP inh: blocks human PAF acetylhydrolase 1B catalytic subunit 3 | Q15102 | recombinant PAFAH1B3, FP-rhodamine probe, fluorescence polarization | inhibition, % at 3.39 µM | actives 0.28% (n = 340,000);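 active means inhibition above the screen-wide average of all tested compounds plus 3 SD, cut at about 25% in these data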;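 further: 0% = enzyme with DMSO only and 100% = wells lacking PAFAH1B3 protein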
GSTO1 counter: blocks human GSTO1 in RBBP9 counter-screen. recombinant GSTO1, activity-based probe fluorescence polarization. inhibition, % at 5.96 µM. actives 1.1% (n = 300,000). AID 1974;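 active means inhibition above the campaign mean inhibition plus 3 SD, cut at about 35% in these data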;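 further: 0% = GSTO1-1 with DMSO and 100% = wells lacking GSTO1-1 enzyme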
Target sequence (P78417 whole entry, looked up): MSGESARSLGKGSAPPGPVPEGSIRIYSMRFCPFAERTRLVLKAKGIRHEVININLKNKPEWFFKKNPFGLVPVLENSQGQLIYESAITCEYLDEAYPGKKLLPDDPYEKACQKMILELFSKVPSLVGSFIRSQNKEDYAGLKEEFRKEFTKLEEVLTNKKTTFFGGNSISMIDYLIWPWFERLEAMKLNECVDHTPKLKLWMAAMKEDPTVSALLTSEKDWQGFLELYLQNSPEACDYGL
An asterisk follows results filed as active; . = not tested or not shown. Only part of the results is shown. The share of hits here may be higher or lower than overall.

1	CC(NS(=O)(=O)c1ccc(Br)cc1)C(=O)Nc1nc2ccccc2[nH]1 (centres undefined)
2	CC(C)C(=O)Nc1ccccc1Cc1ccccc1
3	CCNS(=O)(=O)c1ccc(NC(=O)c2ccc(Cn3cc([N+](=O)[O-])cn3)o2)cc1
4	O=C(c1ccco1)c1cn(CC(=O)N2CCCc3ccccc32)c2ccccc12
5	CCn1c(COc2ccccc2C)nnc1SCC(=O)CC(=O)Nc1ccccc1OC
6	COc1ccc2[nH]cc(CCNS(=O)(=O)Cc3ccccc3)c2c1

compound no.,1,2,3,4,5,6
LYPLA2 inh,-2,-1,-5,10,9,-3
PREPL inh,1,-12,18,-11,28,13
pPAFAH inh,2,-2,4,-1,13,15
PAFAH2 FP inh,6,3,-4,2,1,7
PAD4 inh,-2,-2,-6,2,4,-2
PAFAH1B2 inh,2,1,-6,5,2,0
LYPLA1 inh,0,-2,-4,2,-5,-1
PAFAH1B3 FP inh,5,5,0,2,6,4
GSTO1 counter,.,-1,0,3,12,-4

7	O=C(COC(=O)c1ccccc1OCC(=O)Nc1ccc(Br)cc1)Nc1ccccc1
8	CCC1(CC)NC(=O)N(CC(=O)OCC(=O)Nc2ccccc2[N+](=O)[O-])C1=O
9	C=Cc1ccc(C(=O)NC2CCCN(Cc3ccccc3F)C2)cc1 (centres undefined)
10	Cc1ccc(S(=O)(=O)CCc2nnc(NC(=O)C3CCCCC3)s2)cc1
11	CCOC(=O)N1CCC(N(CCN(C)C)C(=S)Nc2cc(C)ccc2C)CC1
12	Cc1cc(=O)oc2cc(NC(=O)c3c(Cl)cnn3C)ccc12

compound no.,7,8,9,10,11,12
LYPLA2 inh,-1,-2,-2,-1,-3,7
PREPL inh,-6,-9,-34,1,4,3
pPAFAH inh,1,-3,5,8,0,2
PAFAH2 FP inh,-4,4,-3,2,2,-1
PAD4 inh,3,0,0,-5,3,1
PAFAH1B2 inh,2,2,0,13,5,-3
LYPLA1 inh,-3,-2,2,-1,-1,3
PAFAH1B3 FP inh,-3,11,0,8,4,7
GSTO1 counter,1,-3,1,4,-1,2

As entered above:
Result of entry 12 under PAFAH1B2 inh: -3
Result of entry 8 under PAFAH2 FP inh: 4
Result of entry 9 under PAFAH1B3 FP inh: 0
Result of entry 11 under PAD4 inh: 3

Other structures follow:
13	Cc1sc2nc(SCC(=O)N(C)C)[nH]c(=O)c2c1C
14	CC(NC(=S)Nc1ccc(OC(F)F)c(Cl)c1)C(C)(C)C (centres undefined)
15	COC(=O)CNc1nc(C2CC2)nc2c1nnn2Cc1ccccc1Cl
16	CCOC(=O)c1oc2cccc(O)c2c1CN1CCOCC1
17	CCOc1ccccc1C(=O)N[C@H](C(=O)Nc1nc2c(s1)CCCC2)C(C)C
18	Cc1ccc(Nc2c(-c3ccc(N(C)C)cc3)nc3ncccn23)cc1

compound no.,13,14,15,16,17,18
LYPLA2 inh,2,0,1,-7,1,-7
PREPL inh,9,21,1,-3,-2,13
pPAFAH inh,-3,1,4,-2,-1,4
PAFAH2 FP inh,4,3,2,-1,-3,0
PAD4 inh,2,-1,-2,-6,-6,-5
PAFAH1B2 inh,5,2,-3,7,5,-1
LYPLA1 inh,0,-8,0,-4,-1,-1
PAFAH1B3 FP inh,5,9,-2,8,3,-1
GSTO1 counter,-6,-9,0,-8,-4,3

The last 3 records of the section before are carried over, then new ones follow:
16	CCOC(=O)c1oc2cccc(O)c2c1CN1CCOCC1
17	CCOc1ccccc1C(=O)N[C@H](C(=O)Nc1nc2c(s1)CCCC2)C(C)C
18	Cc1ccc(Nc2c(-c3ccc(N(C)C)cc3)nc3ncccn23)cc1
19	CC1(c2ccccc2)NC(=O)N(CC(=O)Nc2cc(S(=O)(=O)N3CCOCC3)ccc2Cl)C1=O (centres undefined)
20	COc1cccc(OCCSc2nc(N)cc(N)n2)c1
21	CN1CCN(NC(=O)CN2C(=O)/C(=C/c3ccccc3F)SC2=S)CC1
22	O=C(NCCCN1CCOCC1)C1CCN(S(=O)(=O)c2ccccc2)CC1
23	COc1cc(OC)cc(-c2nnc(SCC(=O)N3CCOCC3)o2)c1
24	NS(=O)(=O)c1ccc(NC(=O)CCC2CCCCC2)cc1

compound no.,16,17,18,19,20,21,22,23,24
LYPLA2 inh,-7,1,-7,-5,-2,-19,-4,0,1
PREPL inh,-3,-2,13,-16,12,4,-9,9,1
pPAFAH inh,-2,-1,4,2,-3,-3,10,2,8
PAFAH2 FP inh,-1,-3,0,5,-1,.,2,-4,1
PAD4 inh,-6,-6,-5,-3,-1,-8,1,2,-1
PAFAH1B2 inh,7,5,-1,2,1,.,0,4,9
LYPLA1 inh,-4,-1,-1,-1,-1,-12,-4,2,-1
PAFAH1B3 FP inh,8,3,-1,4,-4,.,4,8,-2
GSTO1 counter,-8,-4,3,0,0,-12,-5,2,-2

25	O=c1[nH]c2cc3c(cc2cc1C(c1nnnn1Cc1ccccc1)N1CCN2CCCC2C1)OCCO3 (centres undefined)
26	CC(C)(C)[C@@H]1C=C(C(N)=O)O[C@H](OCc2ccc(CO)cc2)C1
27	Cc1ccccc1-n1c(SCC(=O)N2CCOCC2)nc(O)c(Cc2ccccc2)c1=O
28	C=CCOC(=O)C1C(=O)CC(C)(O)C(C(=O)OCC=C)C1c1ccc(OC)cc1 (centres undefined)
29	O=Cc1c(OCc2ccccc2)ccc2ccccc12
30	CCN(CC(=O)Nc1ccc2c(c1)OCCO2)C(=O)/C=C/c1cccc(C(F)(F)F)c1

compound no.,25,26,27,28,29,30
LYPLA2 inh,-10,2,0,-1,-2,.
PREPL inh,8,10,11,12,9,8
pPAFAH inh,6,3,-1,1,0,8
PAFAH2 FP inh,-8,0,3,1,-1,4
PAD4 inh,-5,-5,-1,-3,-1,-1
PAFAH1B2 inh,-5,1,-1,-3,6,7
LYPLA1 inh,-5,-1,-2,-4,-2,.
PAFAH1B3 FP inh,-11,1,4,8,10,6
GSTO1 counter,5,8,-1,-2,9,.

An excerpt from the list above:
25	O=c1[nH]c2cc3c(cc2cc1C(c1nnnn1Cc1ccccc1)N1CCN2CCCC2C1)OCCO3 (centres undefined)
26	CC(C)(C)[C@@H]1C=C(C(N)=O)O[C@H](OCc2ccc(CO)cc2)C1
27	Cc1ccccc1-n1c(SCC(=O)N2CCOCC2)nc(O)c(Cc2ccccc2)c1=O

compound no.,25,26,27
LYPLA2 inh,-10,2,0
PREPL inh,8,10,11
pPAFAH inh,6,3,-1
PAFAH2 FP inh,-8,0,3
PAD4 inh,-5,-5,-1
PAFAH1B2 inh,-5,1,-1
LYPLA1 inh,-5,-1,-2
PAFAH1B3 FP inh,-11,1,4
GSTO1 counter,5,8,-1

(next part)
31	O=C(Nc1cccc(NC(=O)c2ccco2)c1)c1cccc(Br)c1
32	COc1cccc(CNC(=O)CCn2c(=O)oc3ccccc32)c1
33	CC(NC(=O)C1CC1)C(c1cccs1)N1CCN(c2ccccc2)CC1 (centres undefined)
34	COc1cc(/C=C(\C#N)C(=O)Nc2ccccc2)ccc1OCCN1CCOCC1
35	CCCCNC(=O)CSc1nc2ccccc2n1S(=O)(=O)c1ccc(Br)cc1
36	CCOC(=O)[C@@H]1[C@H]2COc3cc(OC)ccc3[C@H]2N2C(=O)N(c3cccc(Cl)c3)C(=O)[C@]12C

compound no.,31,32,33,34,35,36
LYPLA2 inh,-17,1,6,-4,4,-6
PREPL inh,-7,-3,13,4,-1,-97
pPAFAH inh,8,8,2,-5,0,1
PAFAH2 FP inh,-9,6,-6,1,4,2
PAD4 inh,-6,3,-1,5,-1,-2
PAFAH1B2 inh,-4,8,5,2,-1,2
LYPLA1 inh,-16,6,-2,-6,6,-5
PAFAH1B3 FP inh,3,-1,0,-7,1,2
GSTO1 counter,-19,1,1,5,-2,4

37	C=CC(COCc1ccccc1)N(C(=O)OC(C)(C)C)S(=O)(=O)c1ccccc1Br (centres undefined)
38	O=C(COC(=O)C1CCC1)NC(=O)c1ccccc1
39	COc1ccc(CCNC(=O)c2ccccc2SC)cc1
40	CCn1cc(/C=C(\NC(=O)c2ccc(OC)c(OC)c2)C(=O)NCCN2CCOCC2)c2ccccc21
41	Cc1nc2ccccc2nc1CSc1nncs1
42	COc1ccc(C(CCNCc2ccc(OC)c(OC)c2)c2ccc(F)cc2)cc1 (centres undefined)

compound no.,37,38,39,40,41,42
LYPLA2 inh,1,-9,9,-1,-4,-5
PREPL inh,4,4,-3,8,8,7
pPAFAH inh,5,-5,1,1,2,-3
PAFAH2 FP inh,-9,16,7,-1,-2,4
PAD4 inh,-1,1,1,2,-6,1
PAFAH1B2 inh,7,5,4,5,-1,8
LYPLA1 inh,0,-3,3,-3,-1,-4
PAFAH1B3 FP inh,8,9,1,6,11,-1
GSTO1 counter,-1,5,3,9,-4,0

43	COc1ccc(OC)c(-c2csc(NC(=O)C3c4ccccc4Oc4ccccc43)n2)c1
44	O=C(CSc1nc(-c2ccccc2)c(-c2ccccc2)[nH]1)Nc1nccs1
45	COCCCn1c(=O)c2ccccc2n(CC(=O)NCCC2=CCCCC2)c1=O
46	c1ccc(CNc2nc(-c3cccs3)nc3ccccc23)nc1
47	COc1cccc(CNC(C)(C)CO)c1OCc1ccc(Cl)cc1
48	COc1ccc(CCNC(=O)c2nnc(Cc3c(F)cccc3Cl)o2)cc1OC

compound no.,43,44,45,46,47,48
LYPLA2 inh,-55,3,-3,-9,0,4
PREPL inh,-8,10,-12,10,-44,3
pPAFAH inh,-18,9,0,4,1,3
PAFAH2 FP inh,-48,6,-2,1,3,6
PAD4 inh,-1,2,-1,1,-1,0
PAFAH1B2 inh,-27,-4,6,4,3,4
LYPLA1 inh,-29,-3,-1,-2,0,4
PAFAH1B3 FP inh,-39,12,9,7,0,3
GSTO1 counter,-9,11,7,3,-8,-4

49	Nc1nc(SCC(=O)N2CCN(c3ccc(F)cc3)CC2)n[nH]1
50	O=C(c1cc2ccccc2oc1=O)N(c1ccc(Cl)cc1)C1C=CS(=O)(=O)C1 (centres undefined)
51	COc1ccc(OCC(O)CNC(=O)c2ccc(C)cc2)cc1 (centres undefined)
52	COCCNC(=O)c1ccccc1NC(=O)c1ccc(OC)c(OC)c1
53	Cc1cccc(NC(=S)N2CCN(Cc3ccccc3)CC2)c1C

compound no.,49,50,51,52,53
LYPLA2 inh,3,-2,4,8,7
PREPL inh,27,13,-1,-5,-5
pPAFAH inh,-1,-4,5,3,0
PAFAH2 FP inh,-1,3,-2,0,-1
PAD4 inh,-1,1,0,-2,2
PAFAH1B2 inh,5,-1,3,7,-3
LYPLA1 inh,-2,-4,0,2,0
PAFAH1B3 FP inh,4,7,-5,7,11
GSTO1 counter,.,9,2,-2,-8
